Bioassay records from PubChem BioAssay.
L3MBTL1 inh: blocks human L3MBTL1; Q9Y468; AlphaScreen L3MBTL1–H3K9me1 peptide binding; Potency, µM (titrated, usually from 57.1 µM), without a hit: at the top dose activity, negative = inhibition, most hits filed as inhibitors; hit rate 0.66% among 230,000; AID 485360; also: nearly all actives have a fitted effect of over 60% in size
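L3MBTL1 (50 nM) pre-complexed 30 min with biotinylated H3(1-15)K9me1 peptide (75 nM), then compounds added for 30 min at room temperature; AlphaScreen streptavidin donor/nickel chelate acceptor beads (10 ug/mL final) read after 30 min dark incubation.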
Tau fibril ThT: blocks human tau fibril formation measured by thioflavin T | P10636 | recombinant tau K18 P301L, heparin-induced fibrillization, ThT fluorescence | Potency, µM (doses to about 57.4 µM), without a hit: top-dose activity, negative = inhibition, hits mostly inhibitors | hit rate 2.1% among 270,000 | AID 1460; also: nearly all actives have a fitted effect of over 55% in size
Target sequence (P10636 561-689 P618L limits assumed): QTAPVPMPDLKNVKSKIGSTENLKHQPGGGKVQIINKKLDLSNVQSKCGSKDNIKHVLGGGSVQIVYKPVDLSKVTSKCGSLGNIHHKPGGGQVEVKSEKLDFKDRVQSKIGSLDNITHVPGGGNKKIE
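In this qHTS, human K18 P301L tau is incubated with compound and heparin for 6 hr at 37 C, and Thioflavin T fluorescence then reports fibril load.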
aGal spleen mod: alpha-galactosidase A (human) modulation; human spleen homogenate, 4MU-alpha-Gal fluorescence, 40 min; AID 2107; Potency, µM (highest dose often 80 µM), without a hit: top-dose activity change, negative = inhibition, actives largely listed as inhibitors; hit rate 0.008% among 240,000;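 also: 0% = enzyme with vehicle and -100% = no enzyme basal signal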
Target sequence (P06280 32-429 limits assumed): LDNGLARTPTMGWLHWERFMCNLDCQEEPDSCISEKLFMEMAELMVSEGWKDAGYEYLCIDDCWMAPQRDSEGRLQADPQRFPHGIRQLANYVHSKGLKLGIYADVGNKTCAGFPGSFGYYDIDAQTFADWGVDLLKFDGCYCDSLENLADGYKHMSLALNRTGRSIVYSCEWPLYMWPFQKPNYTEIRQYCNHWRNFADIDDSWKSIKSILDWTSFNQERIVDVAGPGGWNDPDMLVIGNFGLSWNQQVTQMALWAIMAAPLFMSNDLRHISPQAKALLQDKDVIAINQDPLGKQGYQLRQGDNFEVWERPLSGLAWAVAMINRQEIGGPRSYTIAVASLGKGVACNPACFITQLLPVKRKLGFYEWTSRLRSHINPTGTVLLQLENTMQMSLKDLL
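Human spleen homogenate (1 ug) was the enzyme source, with 4-methylumbelliferyl-alpha-D-galactopyranoside (1 mM final) in pH 5.0 citrate buffer with 0.01% Tween-20. Compounds were titrated; after 40 min at 37C, NaOH/glycine stop, 4-MU fluorescence read; AC50 from Hill fits.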
TRb-SRC2 inh: inhibitors of human thyroid hormone receptor beta-SRC2 interaction | P10828 | TRbeta-SRC2 peptide binding, fluorescence polarization; receptor liganded with 1 µM T3 | Potency, µM (doses to about 106 µM), inactives show at the top dose activity change, negative = inhibition, actives largely listed as inhibitors | hit rate 0.065% among 280,000;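 also: plate controls were bound peptide for no effect and peptide without receptor for full effect; nearly all actives have a fitted effect of over 50% in size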
Target sequence (P10828 whole entry, looked up): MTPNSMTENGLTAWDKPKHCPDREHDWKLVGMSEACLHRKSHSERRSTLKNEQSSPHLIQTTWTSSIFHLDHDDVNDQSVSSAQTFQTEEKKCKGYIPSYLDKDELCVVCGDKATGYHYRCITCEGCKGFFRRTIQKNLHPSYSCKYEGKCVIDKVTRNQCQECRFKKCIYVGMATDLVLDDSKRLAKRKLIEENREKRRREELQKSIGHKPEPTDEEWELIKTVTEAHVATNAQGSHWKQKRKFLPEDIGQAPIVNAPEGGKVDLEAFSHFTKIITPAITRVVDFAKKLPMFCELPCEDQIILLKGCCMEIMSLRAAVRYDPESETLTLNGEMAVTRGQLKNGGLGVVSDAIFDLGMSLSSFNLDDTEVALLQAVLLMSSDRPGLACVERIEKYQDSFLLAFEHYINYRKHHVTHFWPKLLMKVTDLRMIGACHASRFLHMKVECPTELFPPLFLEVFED
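Compounds were added to 0.6 uM TRb ligand-binding domain and 20 nM Texas Red-labeled SRC2 peptide in Tris buffer containing 1 uM T3, incubated 5 hr at ambient temperature, then read by fluorescence polarization.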
Tau FP inhib: tau fibrillization inhibition (FP); hit rate 0.39% among 280,000; Potency, µM (doses to about 57.7 µM), without a hit: top-dose activity, negative = inhibition, most hits filed as inhibitors; P10636; K18 P301L tau heparin fibrillization, Alexa594 FP, 6 h; also: nearly all actives have a fitted effect of over 55% in size
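Quantitative HTS format: compounds meet 15 uM recombinant K18 P301L tau and Alexa 594-tau tracer in 100 mM sodium acetate pH 7; 20 uM heparin triggers fibrillization at 37 C over 6 hr; FP gives the signal.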
Tau fluor counter: counter-screen for tau fibril formation inhibitors; tau K18 P301L Alexa594 fluorescence, heparin fibrillization; Potency, µM (doses to about 57.7 µM), for inactives: at the highest dose activity change, negative = decrease; hit rate 0.93% among 280,000; AID 1463; also: nearly all actives have a fitted effect of over 55% in size
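Human tau K18 P301L (15 uM unlabeled, 0.24 uM Alexa 594-labeled) in 100 mM sodium acetate pH 7 with 20 uM heparin, 6 hr at 37 C. ThT 30 uM added, 1 hr ambient; Alexa 594 FP and total fluorescence read at 555/632 nm.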
ALDH1A1 block: inhibitors of human aldehyde dehydrogenase 1A1 | Potency, µM (series often up to 75.3 µM), without a hit: at the highest dose activity, negative = inhibition, usual class: inhibitors | AID 1030 | Purified ALDH1A1, NADH fluorescence, propionaldehyde substrate | hit rate 7.3% among 220,000 | P00352; active = well fitted inhibition curve with a large enough effect, not every such curve was filed as active; inconclusive = small, poorly fitted or top-dose-only effect, or another doubt; inactive = no such curve, though single readings can be large or run the other way;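 also: plate controls were no enzyme wells and a reference inhibitor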
TexasRed fluor: counter-screen for TRb-SRC2 inhibitors: fluorescence interference; TRb/SRC2 Texas Red total fluorescence interference; Potency, µM (series often up to 106 µM), for inactives: at the top dose fluorescence change, negative = quenching; hit rate 0.29% among 280,000; active = well fitted curve in either direction with a large enough effect; inconclusive = small, poorly fitted or top-dose-only effect
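Flags fluorescent or light-absorbing compounds by total fluorescence, S + 2P, at 555 nm excitation and 632 nm emission. Mixture: 20 nM Texas Red SRC2 peptide, 0.6 uM human TRb LBD, 1 uM T3, 5% DMSO; compound exposure 5 h at ambient temperature.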
Starred values were filed as active, the others as inactive; ? = inconclusive; . = not tested or not shown; [ ] = remark or other dose. Unless noted, calls follow the shape of the dose curve; as a rule, active = well fitted curve in the direction sought with a large enough effect; inconclusive = small, poorly fitted or top-dose-only effect, or another doubt; inactive = no such curve, though single readings can be large; an effect the other way counts as inactive or inconclusive. Unless noted, % is scaled to controls: 0 for no effect and ±100 for the full control effect; potency is read from the fitted curve at half-maximal effect.

The line under a structure holds: L3MBTL1 inh	Tau fibril ThT	aGal spleen mod	TRb-SRC2 inh	Tau FP inhib	Tau fluor counter	ALDH1A1 block	TexasRed fluor
COc1ccc(CN=C2NC(=O)CC(C(=O)Nc3ccc([N+](=O)[O-])cc3C)S2)cc1 (stereo unspecified)
    0%	-6%	-4%	-2%	0%	-15%	?	1%
O=C(COC(=O)CNC(=O)c1ccccc1)NCCc1ccccc1
    14%	4%	-4%	7%	-1%	6%	7%	-5%
N#CC1=C(N)Oc2c(ccc3cccnc23)C1c1ccccc1 (stereo unspecified)
    -9%	-15%	9%	4%	-2%	-20%	.	-1%
O=C(Nc1ccccc1C(=O)N/N=C/c1ccco1)c1ccccc1
    5%	-9%	-3%	3%	-6%	-13%	-4%	-2%
Cc1ccc(/C=N/NC(=O)C(c2ccncc2)N2CCOCC2)cc1 (stereo unspecified)
    19%	7%	-17%	-1%	-1%	5%	.	-2%
Fc1ccc(CNc2ncnc3c2c(-c2ccccc2)cn3-c2ccccc2)cc1
    .	1%	.	4%	1%	2%	.	-1%
Cc1ccc(NC(=O)Nc2ccc(C(=O)N3CCOCC3)cc2)cc1
    .	-10%	4%	1%	-3%	-20%	8%	-2%
CC1(C)C(=O)NCCN1C(=O)CC1C(=O)NCCN1CC(c1ccccc1)c1ccccc1 (stereo unspecified)
    -3%	-15%	3%	4%	7%	-5%	-12%	-5%
CCOc1ccc(S(=O)(=O)Nc2cc3c(C(=O)OC)c(COC)oc3c3ccccc23)cc1
    .	-6%	.	-6%	-6%	-15%	.	-2%
CC(C)C[C@@H](CC(=O)N[C@H](CC(=O)N[C@@H]1CCCC[C@H]1C(=O)N[C@H](CC(=O)N[C@@H](CCC(=O)O)CC(=O)O)Cc1ccccc1)C(C)C)NC(=O)[C@@H]1CNCC[C@H]1N
    .	-11%	9%	2%	-2%	-14%	-14%	0%
COc1ccccc1NC(=O)/C(C#N)=C/c1c(C)nn(-c2ccc(F)cc2)c1Cl
    -7%	-8%	5%	9%	6%	-2%	8%	1%
O=C(Nc1ccc2c(c1)OCO2)[C@@H]1[C@@H]2C(=O)N(C3CCCCC3)C(=O)[C@@H]2C2c3ccccc3C=CN21 (stereo partly specified)
    -9%	?	1%	2%	-14%	?	11µM*	-3%
O=C(c1cnn2c(C(F)(F)F)cc(-c3ccccc3)nc12)N1CCCc2ccccc21
    .	14%	0%	1%	1%	9%	8%	-3%
Cc1ccc(C(=O)NNC(=O)c2cc3cc4ccccc4nc3s2)cc1
    -25%	?	1%	0%	-14%	-2%	3%	0%
COC(=O)c1c(C)nc(C)c2c(=O)oc3ccccc3c12
    -8%	-8%	5%	14%	-2%	-7%	-1%	1%
CC(c1nnc(SCn2nnc3ccccc3c2=O)n1-c1ccc(Cl)cc1)N(C)C (stereo unspecified)
    5%	-5%	3%	-6%	-1%	-1%	-11%	-2%
COCCCNC(=O)C1CCN(C(=O)c2cnn(-c3ccccc3)c2-n2cccc2)CC1
    .	2%	.	3%	-3%	1%	.	1%
O=C(Nc1nnc(-c2cccnc2)o1)c1cccc([N+](=O)[O-])c1
    .	?	4%	-7%	-4%	-16%	11%	-5%
COc1ccc(N2C(=O)CC(Nc3cccc(C(C)=O)c3)C2=O)cc1OC (stereo unspecified)
    .	-13%	11%	-18%	2%	-5%	?	1%
Cc1ccc2oc(C(=O)Nc3sc4c(c3C(=O)NCc3ccco3)CCC4)cc(=O)c2c1
    .	?	.	-9%	0%	-5%	.	-5%
CCOC(=O)C1=C(C)N(C)C(=O)NC1c1cc2c(cc1[N+](=O)[O-])OCO2 (stereo unspecified)
    .	?	1%	1%	-12%	-19%	-6%	-3%
COCCCNc1nc2c(c(=O)[nH]c(=O)n2C)n1CC(O)COc1ccc(Cl)cc1 (stereo unspecified)
    .	2%	.	11%	1%	-1%	.	-2%
O=C(NCc1ccc2c(c1)CCN2C(=O)c1ccc(Cl)cc1)c1cccc(F)c1
    .	-3%	.	-6%	1%	-16%	.	-2%
CCCN(CCC)C(=O)Cn1c(=O)n(-c2ccc(OC)cc2OC)c(=O)c2c3c(sc21)CCC3
    .	-6%	.	8%	11%	-2%	.	3%
COCCN(C(=S)Nc1ccc(OC)cc1)C1CCN(C(C)=O)CC1
    -12%	-11%	-9%	-15%	12%	-4%	10%	-1%
COc1ccc2cc(-c3[nH]ncc3CN3C[C@@H]4CCC[C@H]3C4)ccc2c1
    -9%	?	5%	-8%[53 µM]	-14%	-20%	-2%	2%[53 µM]
Cc1ccc([N+](=O)[O-])c(OCCN2CCNCC2)c1
    5%	5%	0%	6%	6%	1%	?	-1%
CNC(=O)Nc1nnc(C(C)(C)C)s1
    .	-3%	2%	-17%	-1%	-4%	-3%	-3%
Cc1cc(-c2ccccc2)n2nc(-c3ccc(Cl)cc3)cc2n1
    .	-7%	.	1%	-3%	-13%	.	-5%
Cc1ccc(OCCSc2nc3ccccc3n2CC(=O)N2CCCCC2)c(C)c1
    .	?	.	6%	4%	-16%	.	0%

The last 4 entries of the section above come first, to join the parts:
The line under a structure holds: L3MBTL1 inh	Tau fibril ThT	aGal spleen mod	TRb-SRC2 inh	Tau FP inhib	Tau fluor counter	ALDH1A1 block	TexasRed fluor
Cc1ccc([N+](=O)[O-])c(OCCN2CCNCC2)c1
    5%	5%	0%	6%	6%	1%	?	-1%
CNC(=O)Nc1nnc(C(C)(C)C)s1
    .	-3%	2%	-17%	-1%	-4%	-3%	-3%
Cc1cc(-c2ccccc2)n2nc(-c3ccc(Cl)cc3)cc2n1
    .	-7%	.	1%	-3%	-13%	.	-5%
Cc1ccc(OCCSc2nc3ccccc3n2CC(=O)N2CCCCC2)c(C)c1
    .	?	.	6%	4%	-16%	.	0%
Cc1ccccc1C(=O)Nc1cc(-c2cc(C(C)(C)C)oc2C)nn1C
    -7%	-18%	-17%	-3%	?	-29%	1%	-3%
NS(=O)(=O)c1cccc(NC(=O)C2CC(=O)N(Cc3ccco3)C2)c1 (stereo unspecified)
    .	.	7%	0%	-3%	4%	.	-2%
CCOC(=O)c1[nH]c2ccccc2c1NC(=O)c1nonc1C
    2%	2%	7%	-2%	1%	-6%	9%	-3%
O=c1[nH]c(NCCCO)nc2c1C1(CCCC1)Cc1ccccc1-2
    .	-2%	?	-14%	0%	-27%	?	1%
Cn1c(SCC(=O)c2ccccc2)nc2cccnc21
    -6%[11.4 µM]	?	9%	-3%	-4%	-4%	?	-2%
CC1OC(OCC2OC(Oc3c(-c4ccc(O)c(O)c4)oc4cc(O)cc(O)c4c3=O)C(O)C(O)C2O)[C@@H](O)C(O)C1O (stereo partly specified)
    .	-13%	-8%	2%	1%	-7%	-9%	-5%
CC(C)(C)c1ccc(S(=O)(=O)N2CCCC2C(=O)NC2=NCCS2)cc1 (stereo unspecified)
    4%	-7%	-5%	2%	-2%	-6%	?	-1%
Cc1nc(SCC(=O)NC(=O)NC(C)C)nc(C)c1C
    1%[11.4 µM]	2%	-1%	1%	-2%	1%	2%	-2%
COc1ccccc1NC(=O)c1cn(-c2ccccc2)nc1-c1ccccc1
    .	12%	.	15%	-7%	5%	.	-11%
Cc1ccccc1OCC(O)CN1CCCCC1 (stereo unspecified)
    -9%	2%	10%	-4%	9%	2%	0%	-4%
Cc1[nH]n(-c2ccc(Cl)cc2)c(=O)c1C=NC12CN3CN(CN(C3)C1)C2
    -2%	-9%	-2%	-2%	1%	-5%	-8%	-4%
CC(C)(C)N(CC#CCC(O)(c1ccccc1)C1CCCC1)CCO (stereo unspecified)
    -5%	-9%	8%	2%[53 µM]	-9%	-12%	2%	-2%[53 µM]
Cc1nc(NC2=NCN(Cc3ccc4c(c3)OCO4)CN2)nc2ccccc12
    4%	7%	1%	-6%	11%	7%	14%	-2%
Cc1ccccc1Nc1nc(N)nc(CSc2ccc(F)cc2)n1
    .	3%	-3%	-1%	-1%	-16%	3%	-4%
CCN1CCN(C(=O)c2nn(-c3ccc(OC)cc3)c(=O)c3c2c2ccccc2n3C)CC1
    0%	-8%	4%	-2%	-2%	-11%	-4%	4%
CN(C(=O)Cn1c(=O)n(CCC(=O)NCc2ccc3c(c2)OCO3)c(=O)c2sccc21)c1ccccc1
    .	-10%	.	2%	-13%	-20%	.	2%
Cc1cc(N2CCN(c3ccccc3)CC2)nc(N)n1
    -3%	?	1%	0%	-1%	-10%	12%	-4%
COc1cc(N2CCCC2)c(OC)cc1/C=C(/C#N)c1ccc(Br)cc1
    .	?	1%	4%	9%	?	0%	0%
CCOc1ccccc1CNC(=O)c1cc(-c2ccc(OC)cc2)nc2ccc(C(C)C)cc12
    .	-4%	.	-9%	-3%	-13%	.	-1%
Cc1ccc(CN2CCN(Cc3cn[nH]c3C3CCCCC3)CC2CCO)cc1 (stereo unspecified)
    -1%	-8%	4%	-1%	10%	-11%	3%	-1%
NS(=O)(=O)c1ccc(CCNC(=O)CCCOc2ccccc2)cc1
    .	-4%	4%	-6%	1%	-5%	11%	-4%
CCOC(=O)N1CCN(S(=O)(=O)c2ccc(C(=O)Nc3nc4c(s3)CC(C)CC4)cc2)CC1 (stereo unspecified)
    2%	-16%	-7%	1%	-9%	-13%	?	4%
c1nc2n(n1)C1=C(CCCC1)C1(CCCCC1)N2
    15%	2%	-2%	-5%	6%	6%	-10%	-1%
CC(C)C(=O)Nc1ccc(C(=O)NNC(=O)C(c2ccccc2)c2ccccc2)cc1
    3%	-4%	14%	-2%	-14%	-2%	0%	1%
CC(=O)C1C(c2ccco2)c2c(noc2C)CC1(C)O (stereo unspecified)
    .	0%	5%	0%	0%	3%	8%	1%
Cc1ccc(-n2c([C@@H]3C[C@H]3c3ccccc3)n[nH]c2=S)cc1
    -3%	-18%	1%	2%	-11%	-17%	?	-4%
